Screening data as filed in PubChem BioAssay.
ABCB6 inh 2 = blocks the human ABCB6 transporter; K562-ABCB6 porphyrin accumulation, flow cytometry, 1 h; active compounds read low; Q9NP58; fluorescence ratio to DMSO, % at 10 µM; 360,000 tested, 0.19% active;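 active = fluorescence ratio to DMSO below 75%, the collection mean minus 3 SD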;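 also: signal is porphyrin accumulated inside mitochondria; 100% equals median channel fluorescence of DMSO control wells; lower ratio means ABCB6 inhibition with less porphyrin fluorescence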
HTR2A ag = agonists of mouse serotonin 5-HT2A receptor (HTR2A) | P35363 | CHO-K1 mHTR2A beta-arrestin complementation, luminescence; percent of 30 µM serotonin response | activation, % at 7.6 µM | 360,000 tested, 0.66% active | AID 624169;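 active = activation above a run cutoff, the mean activation of all tested compounds plus 3 SD, cut at about 14% in these data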;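 also: 0% = plate median of compound wells and 100% = 30 µM serotonin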
Target sequence (P35363 whole entry, looked up): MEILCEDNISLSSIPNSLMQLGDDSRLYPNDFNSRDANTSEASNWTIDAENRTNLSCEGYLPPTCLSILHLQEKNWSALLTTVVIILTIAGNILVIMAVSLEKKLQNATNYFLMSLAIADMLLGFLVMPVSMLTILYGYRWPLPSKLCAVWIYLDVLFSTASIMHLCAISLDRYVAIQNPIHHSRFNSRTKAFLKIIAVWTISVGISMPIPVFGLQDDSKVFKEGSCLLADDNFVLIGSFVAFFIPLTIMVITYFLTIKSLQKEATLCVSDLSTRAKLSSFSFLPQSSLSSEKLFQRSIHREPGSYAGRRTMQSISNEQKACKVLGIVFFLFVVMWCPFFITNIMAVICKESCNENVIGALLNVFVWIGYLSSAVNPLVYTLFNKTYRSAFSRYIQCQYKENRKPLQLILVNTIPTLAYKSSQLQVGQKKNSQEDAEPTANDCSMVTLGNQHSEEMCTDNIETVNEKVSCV
H9c2 protect = myocardial damage modulation in H9c2 cells | 360,000 tested, 0.63% active | protection from H2O2 cell death, % at 20 µM | H9c2 cardiomyocytes, H2O2 injury protection, ATPLite, 2 h | AID 588492;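 active = compounds giving at least 50% protection of heart cells from peroxide-induced death in the single-dose screen, raw or plate-pattern-corrected value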;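 also: 0% = DMSO wells with peroxide and 100% = DMSO wells without peroxide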
Glyco luc inh = blocks N-linked glycosylation in D54 reporter cells. D54 ERlucT glycosylation luciferase reporter, 24 h; percent of 100 nM tunicamycin response. 360,000 tested, 0.23% active. reporter increase, % at 12.5 µM;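 active = mean luciferase reporter signal, scaled so untreated is 0 and the glycosylation-blocking control 100, at or above a set limit in every replicate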;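 also: luciferase carries N-glycosylation sites so blocking glycosylation raises the light; 0% = median of neutral control wells and 100% = median of 100 nM tunicamycin wells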
NOD2 RIPK2 PPI = inhibitors of human NOD2-RIPK2 interaction; CHO BLA complementation NOD2-RIPK2, CCF4 ratio; inhibition, % at 4.98 µM; 360,000 tested, 0.38% active; AID 624267; in the data active = inhibition above about 21%;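 also: 0% = vehicle only and 100% = reference blocker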
Target sequence (O43353 whole entry, looked up): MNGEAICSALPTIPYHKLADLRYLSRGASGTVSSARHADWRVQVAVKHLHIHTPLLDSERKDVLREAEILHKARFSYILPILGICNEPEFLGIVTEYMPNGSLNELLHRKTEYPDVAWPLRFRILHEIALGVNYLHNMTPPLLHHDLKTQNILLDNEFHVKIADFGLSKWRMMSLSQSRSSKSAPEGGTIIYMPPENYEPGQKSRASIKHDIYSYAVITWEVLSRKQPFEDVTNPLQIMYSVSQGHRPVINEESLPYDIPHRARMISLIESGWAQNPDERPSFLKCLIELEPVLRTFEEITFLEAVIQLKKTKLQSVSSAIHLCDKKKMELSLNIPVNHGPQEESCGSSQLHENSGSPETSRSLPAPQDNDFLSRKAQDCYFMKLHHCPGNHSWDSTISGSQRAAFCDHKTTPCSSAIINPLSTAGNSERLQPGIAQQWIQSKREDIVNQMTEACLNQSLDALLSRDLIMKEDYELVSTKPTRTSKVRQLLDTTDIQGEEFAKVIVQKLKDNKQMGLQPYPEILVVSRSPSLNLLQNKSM
SRC2 inh = human SRC2 (NCOA2) inhibition; Q15596; HEK293 GAL4-SRC2 luciferase reporter, luminescence; inhibition, % at 9 µM; 370,000 tested, 0.17% active;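 active = inhibition above the mean inhibition of all tested compounds plus 3 SD, set per campaign, cut at about 52% in these data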;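 also: 0% = DMSO treated cells and 100% = cells given Gossypol at 36 µM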
MC4R barr agon = activates human MC4R beta-arrestin recruitment. U2OS MC4R beta-arrestin complementation, luminescence; percent of melanotan II response, DMSO zero. activation, % at 8.9 µM. 360,000 tested, 0.98% active;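 active = activation above a per-plate cutoff, the mean activation of sample wells on that plate plus 3 SD, cut at about 8% in these data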
TLR9-MyD88 block = inhibitors of human TLR9-MyD88 binding; 340,000 tested, 0.21% active; AID 504734; inhibition, % at 4.98 µM; CHO BLA complementation TLR9-MyD88, CCF4 FRET ratio;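 active = inhibition above the mean over all tested compounds plus 3 SD, cut at about 21% in these data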;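 also: 0% = DMSO only wells and 100% = clavulanate BLA inhibitor control wells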
MC4R antagonist = antagonists of human melanocortin 4 receptor (MC4R); P32245; MC4R-expressing cells, MTII-stimulated cAMP, LANCE TR-FRET; inhibition, % at 6.5 µM; 360,000 tested, 0.48% active; AID 540295;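 active = inhibition above its plate's cutoff, the mean of tested wells on that plate plus 3 SD, cut at about 29% in these data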;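 also: 0% = Melanotan II alone and 100% = Melanotan II plus saturating MCL0020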
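system = U2OS cells with stable human MC4R expression | also added = Melanotan II challenge after compound preincubation | dosing = one concentration, 6.5 µM nominal | incubation = compound 30 min, challenge 1 h, detection 1 h | measured by = TR-FRET with Eu-cAMP and labeled anti-cAMP, 671 nm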
ABHD5-PLIN5 inh = inhibitors of human ABHD5-perilipin-5 interaction | inhibition, % at 4 µM | AID 602281 | Split G. princeps luciferase complementation, luminescence, 4 h | Q00G26+Q8WTS1 | 360,000 tested, 0.78% active;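 active = inhibition above the mean inhibition across every tested compound plus 3 SD, cut at about 22% in these data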;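 also: 0% = DMSO only wells and the 100% control is not disclosed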
* marks the source's active call; other numbers are inactive results; · = not tested or not shown. These rows are one share of the data. The share of hits here may be higher or lower than overall.

Values run as follows: SRC2 inh, H9c2 protect, ABHD5-PLIN5 inh, HTR2A ag, TLR9-MyD88 block, ABCB6 inh 2, NOD2 RIPK2 PPI, Glyco luc inh, MC4R antagonist, MC4R barr agon
- Oc1ccccc1N1CCN(C(=S)NCc2ccccc2)CC1
  -49, -3, -1, -6, 2, 94, 4, 1, 9, -0.5
- COc1cc2oc(=O)cc(-c3ccc(-c4ccc(CO)cc4)cc3)c2c(OC)c1OC
  11, 0, 9, 1, -5, 99, 2, -9, 6, 0.1
- COC(=O)C1=C(C)N(Cc2ccccc2)C(=NCCCCO)N[C@H]1c1cccc(C(F)(F)F)c1
  13, 0, 10, -11, -7, 97, -4, -3, 4, 1.9
- Cc1ccc(NC(=O)CN2CCC(NC(=O)c3cccc(F)c3)CC2)cc1C
  12, 6, 5, 4, -3, 99, -6, 1, 30*, 2.7
- CCCCCCC(=O)Oc1ccc(N2C(=O)CCC2=O)cc1
  9, -2, 2, 3, 7, 94, 0, 2, 9, -0.7
- Cc1ccc(S(=O)(=O)N2CCOC2CNC(=O)C(=O)NCCc2c[nH]c3ccccc23)cc1 (stereo not given)
  7, -3, 0, 2, -9, 90, -3, -4, 1, -1.6
- COCCN(C(=O)c1csnn1)C(C(=O)NC1CCCC1)c1ccccc1F (stereo not given)
  1, 0, 4, 2, -3, 98, 3, 1, 29*, -0.1
- Cc1cc(SCc2ccc(Cl)cc2)nc(=O)[nH]1
  -55, -2, 6, -3, 1, 83, 15, 0, 0, -3.4
- COc1ccc(NC(=O)C2=Cc3ccccc3OC2)cc1
  -32, -10, -5, -2, 1, 102, 5, -13, 25, 1.3
- COC(=O)CNC(=O)CSc1nc2sc(-c3ccccc3)cc2c(=O)n1-c1ccccc1
  19, 5, 3, -7, -2, 102, -3, -1, 19, -0.4
- CCOc1ccc(NC(=O)CN(C)C(=O)CCNC(=O)c2ccccc2Cl)cc1OCC
  9, -3, 1, -1, 2, 91, 7, 0, 0, -0.2
- CCN(CC)CCNC(=O)Cn1nc(-c2ccccc2)c2ccccc2c1=O
  -4, 4, 0, -1, 1, 97, 9, -3, 4, -1.9
- COC(=O)c1cc(=O)n(Cc2cccs2)c(=Nc2ccc(F)cc2)s1
  6, -21, 45*, 6, -1, 100, 0, 22, 19, 1.2
- Cc1cc(OCC(=O)NC(C)C)cc(C)c1Br
  -3, -4, -1, 3, -6, 101, 1, 0, 16, 3.5
- Fc1cccc(Nc2cc(-n3cccn3)ncn2)c1
  5, -15, 0, 3, -4, 96, 1, 0, 0, 1.8
- COc1cc(OC)cc(C(=O)NNC(=O)c2cc3ccccc3cc2O)c1
  -24, 46, 4, 1, 2, 94, -3, -3, -4, -1.2
- Cc1cccc(NC(=O)Cn2nnc(-c3cccs3)n2)c1C
  -13, -15, 8, -2, -6, 90, -7, -2, 0, 5.9
- COc1ccc(C(C)NC(=S)NCc2ccc(F)cc2)cc1OC (stereo not given)
  -12, -7, 3, -7, 4, 92, -7, ·, 5, -0.8
- CN(C)c1nc(N)nc(Cn2ccnc2)n1
  -16, -7, 2, 2, 15, 95, -1, 2, 0, -1.1
- O=C(c1ccc(Cl)c(F)c1F)N1CCOCC1
  -1, 13, 5, 3, -23, 101, 0, 1, -4, 0.7
- O=C(CCCN=C1NS(=O)(=O)c2ccccc21)OCC(=O)N1CCc2ccccc21
  2, 0, 0, -5, -4, 93, -15, 1, 0, -1.4
- CC(C)(C)c1ccc(C(=O)NCC(=O)NCc2ccccn2)cc1
  16, 5, 6, -1, 3, 93, 2, -2, -6, -2.1
- N=c1c2c(n(Cc3ccc(Cl)cc3)c3c1CCC3)CCC2
  2, -12, 5, -4, 1, 92, -4, 13, 1, -1.6
- Cc1ccc(S(=O)(=O)NC(=O)NCCCN2CCOCC2)cc1
  -24, 7, -9, -3, -5, 98, 7, 0, 2, -2.5
- Cc1c(NC(=O)CSc2nnc3c4ccccc4n(CCc4ccccc4)c3n2)c(=O)n(-c2ccccc2)n1C
  -4, 5, 10, 4, 3, 101, -9, -11, 11, -1.9
- CC(=O)NCC(c1cccs1)S(=O)(=O)c1ccc(F)cc1 (stereo not given)
  9, -6, 7, 0, -14, 100, -4, 2, 33*, 1.4
- O=C(c1cc(-c2ccco2)on1)N1CCc2ccccc2C1
  -8, 3, 6, -1, -1, 102, 0, -1, -7, 0.8
- CCCCN1CC(=O)N2[C@H]3c4ccccc4OC[C@@H]3[C@H](c3ccccc3)[C@]2(C)C1=O
  4, 8, -2, -3, -9, 96, 10, 4, 5, 1.1
- Cc1nc2c3cc(Cl)ccc3n(CCN3CCOCC3)c2s1
  -21, 5, -1, -3, -5, 97, -4, 13, -9, -0.3
- Cc1cc2nc3n(c2cc1C)CCCN3
  -11, -1, -1, -4, 9, 101, -3, -3, -5, -0.4
- COc1ccc(-c2nnc(SCC(=O)NCc3ccco3)n2C)cc1
  -7, 9, -2, -2, 10, 95, -3, 2, 7, -1.0
- COc1cc(C(=S)N2CCCCC2)ccc1O
  6, 8, -9, 3, 4, 96, -14, 1, -4, 0.2
- Cc1ccc(OCC(=O)NC(C)c2ccccc2)c([N+](=O)[O-])n1 (stereo not given)
  -7, -6, -3, -2, 4, 103, -11, 1, 3, -3.6
- O=C1CC(c2ccccc2)CC(O)=C1C=NCC1CCCO1 (stereo not given)
  -18, -3, 3, 1, -1, 94, 4, 0, 0, -2.8
- CCCOc1cccc(C2/C(=C(/O)c3ccc4c(c3)CC(C)O4)C(=O)C(=O)N2CCN2CCOCC2)c1 (stereo not given)
  14, -2, 0, 5, 7, 101, -5, -5, 3, 3.4
- S=C(NCCCc1cnc[nH]1)NCCCN(Cc1ccccc1)c1ccc(Br)cn1
  19, 12, 6, -9, ·, 92, 14, -2, 3, -0.5
- Cc1c(NC(=S)NC(=O)c2cccc3ccccc23)cccc1C(=O)O
  -1, -2, 5, 0, 6, 94, -3, 2, 14, -0.8
- COCCN(CCOC)C(=O)CSc1ccc(S(=O)(=O)N2CCN(C)CC2)cn1
  -16, 3, 8, -2, 2, 99, 6, 1, -3, -1.0
- NS(=O)(=O)c1ccc(CCNC(=O)CCCOc2ccccc2)cc1
  -4, 4, -1, 1, 0, 109, -8, 1, -3, 1.5
- Cc1cc([N+](=O)[O-])nn1CC(=O)NNC(=S)Nc1ccc(Cl)cc1
  -2, 5, -1, -2, -6, 97, 9, 0, 7, -2.1
- COc1cc(/C=C(/NC(=O)c2ccccc2)C(=O)Nc2ccccc2)c([N+](=O)[O-])cc1OC
  -2, 4, 3, 1, 3, 102, 6, -1, 2, -1.2
- Cn1c(NCc2cccc(Br)c2)nc2ccccc21
  -35, -9, 1, 1, -5, 105, 3, 1, 6, -1.1
- CN1CCCN(S(=O)(=O)c2cccc(C#N)c2)CC1
  -4, 7, -1, 1, -5, 94, -1, 0, 10, -2.0
- COc1ccc(NC(=O)C2Cc3cc(S(=O)(=O)N4CCCCC4)ccc3N2C(C)=O)cc1Cl (stereo not given)
  22, -5, -2, -9, 4, 101, 0, 4, 5, -3.0
- CN1C(=S)SC(N(O)C(=O)NC2CCCCC2)C1(C)C (stereo not given)
  6, 6, 1, 2, 8, 100, -1, -1, 16, 0.0
- Cc1ccc(Oc2ccc(NC(=O)C3=CC=CN4CCS(=O)(=O)N=C34)cc2)cc1
  -8, 3, 2, 3, -2, 99, -3, -3, 1, -0.8
- Nc1c2c(nc3ccc(Br)cc13)N(c1ccccc1)CC2
  -5, -7, -6, -1, -4, 98, -1, -2, -8, -0.8
- O=c1c2c(nc3n1CCCCC3)sc1c(O)cccc12
  -34, -23, 5, 0, -6, 99, 2, -8, -22, 1.2
- COc1cccc2cc(-c3nnc(SCC(=O)Nc4cc(C(F)(F)F)ccc4Cl)n3N)oc12
  21, -8, -5, 13, 0, 88, -4, -2, 0, 21*
- CCn1c(SCC(=O)N2CCC(C)CC2)nc2c(c1=O)SCC2
  21, 4, 3, 1, -4, 93, -6, -1, 7, -1.5
- COc1cc(C(=O)NCCC(=O)NC2CCCc3ccccc32)cc(OC)c1OC (stereo not given)
  -3, -1, -11, -2, -3, 101, 11, -1, 2, -1.0
- CCC(=O)Nc1nc2ccc3sc(C)nc3c2s1
  -21, 3, -4, -1, -8, 104, -2, -9, 23, 1.3
- Cc1ccc(C(=O)NCc2ccco2)c(C)c1
  -13, -2, 1, -3, 2, 108, -12, 3, -2, -1.4
- O=C(c1ccccc1)c1ccccc1C(=O)N1CCCC1
  2, 2, 0, -2, -5, 95, -3, 2, 0, 0.2
- CCCOc1ccc(C(=O)NC(=S)Nc2nc3ccccc3s2)cc1
  -4, -11, -8, 0, 0, 99, -9, -2, 4, -1.4
- CC1CC(C)CN(S(=O)(=O)c2cccc(C(=O)OCCN3CCCC3=O)c2)C1 (stereo not given)
  10, -5, -4, 0, 1, 97, 1, -2, 5, -1.6
- O=C(O)CC/C(=N\NC(=O)c1ccccc1)c1cccs1
  -50, 0, 5, -4, -2, 98, -9, 0, 3, -0.2
- CC(=O)N1N=C(c2cccnc2)OC1c1ccc(C(C)C)cc1 (stereo not given)
  -19, -1, 0, -1, -2, 99, -8, 2, 4, -1.8
- O=C(O)c1ccc(S(=O)(=O)N(Cc2ccccc2)C2CCCCC2)cc1
  -30, 2, -3, 6, -3, 107, -8, -1, 27, -0.8

Ten compounds out of the list, ordered by length of the SMILES, largest number first.
Values run as follows: SRC2 inh, H9c2 protect, ABHD5-PLIN5 inh, HTR2A ag, TLR9-MyD88 block, ABCB6 inh 2, NOD2 RIPK2 PPI, Glyco luc inh, MC4R antagonist, MC4R barr agon
- COc1cccc2cc(-c3nnc(SCC(=O)Nc4cc(C(F)(F)F)ccc4Cl)n3N)oc12
  21, -8, -5, 13, 0, 88, -4, -2, 0, 21*
- S=C(NCCCc1cnc[nH]1)NCCCN(Cc1ccccc1)c1ccc(Br)cn1
  19, 12, 6, -9, ·, 92, 14, -2, 3, -0.5
- COCCN(C(=O)c1csnn1)C(C(=O)NC1CCCC1)c1ccccc1F (stereo not given)
  1, 0, 4, 2, -3, 98, 3, 1, 29*, -0.1
- Cc1c(NC(=S)NC(=O)c2cccc3ccccc23)cccc1C(=O)O
  -1, -2, 5, 0, 6, 94, -3, 2, 14, -0.8
- CCCOc1ccc(C(=O)NC(=S)Nc2nc3ccccc3s2)cc1
  -4, -11, -8, 0, 0, 99, -9, -2, 4, -1.4
- Cc1cccc(NC(=O)Cn2nnc(-c3cccs3)n2)c1C
  -13, -15, 8, -2, -6, 90, -7, -2, 0, 5.9
- CN1CCCN(S(=O)(=O)c2cccc(C#N)c2)CC1
  -4, 7, -1, 1, -5, 94, -1, 0, 10, -2.0
- CCC(=O)Nc1nc2ccc3sc(C)nc3c2s1
  -21, 3, -4, -1, -8, 104, -2, -9, 23, 1.3
- CN(C)c1nc(N)nc(Cn2ccnc2)n1
  -16, -7, 2, 2, 15, 95, -1, 2, 0, -1.1
- Cc1cc2nc3n(c2cc1C)CCCN3
  -11, -1, -1, -4, 9, 101, -3, -3, -5, -0.4
